AmpC det inh: Promiscuous and Specific Inhibitors of AmpC Beta-Lactamase (assay with detergent); P00811; purified AmpC, nitrocefin hydrolysis with detergent; Potency, µM (doses to about 28.7 µM), for inactives: at the top dose activity change, negative = inhibition; 71,000 compounds, 0.09% hits; active = well fitted curve in the direction sought with a large enough effect
Target sequence (P00811 whole entry, looked up): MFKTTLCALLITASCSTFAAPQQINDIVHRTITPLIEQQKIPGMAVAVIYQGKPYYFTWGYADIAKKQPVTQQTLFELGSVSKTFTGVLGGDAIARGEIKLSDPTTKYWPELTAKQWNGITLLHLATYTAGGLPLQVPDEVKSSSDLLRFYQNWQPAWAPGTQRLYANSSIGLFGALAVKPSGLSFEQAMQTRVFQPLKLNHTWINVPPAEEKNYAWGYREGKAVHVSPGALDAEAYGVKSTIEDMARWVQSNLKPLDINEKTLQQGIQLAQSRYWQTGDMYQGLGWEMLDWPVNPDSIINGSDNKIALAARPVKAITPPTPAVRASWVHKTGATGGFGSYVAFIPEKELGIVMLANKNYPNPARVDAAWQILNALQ
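E. coli AmpC (5.3 nM) in 20 mM phosphate pH 7.0 with 0.01% Triton X-100, preincubated 15 min RT with compound; nitrocefin (2 uL of 800 uM stock) hydrolysis followed by 480 nm absorbance every 20 s over 4 min.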
The depositor's hits bear a star; & = joins results of further samples; [ ] = another dose, or the depositor's remark. % is scaled to controls: 0 for no effect and ±100 for the full control effect; potency is read from the fitted curve at half-maximal effect. The list is partial, so the mix of outcomes need not match the whole.

Results for CCOC(=O)c1[nH]c(CSc2nnc(-c3ccc(OC)cc3)o2)c(C(=O)OCC)c1C ?
AmpC det inh: -2.3%

How did O=c1c2cc(N3CCOCC3)ccc2[nH]c(=S)n1CCCN1CCCC1 do in these assays?
AmpC det inh: -2.4%

How did CCOC(=O)N1CCN(C(=O)COc2ccccc2OC)CC1 do in these assays?
AmpC det inh: 11.8%

What do the screens show for `CCOc1ccc(NC(=O)C2CC=CCC2C(=O)O)cc1` (stereo unspecified)?
AmpC det inh: -3.7%

Results for COc1ccc(-n2c(Cc3cccn3C)nnc2SCC(=O)Nc2cccc(C)c2C)cc1 ?
AmpC det inh: 10.8%

What do the screens show for `COc1cccc(N(CC(=O)NC2CCCC2)C(=O)Cn2nnc(-c3ccc(C)cc3)n2)c1`?
AmpC det inh: 11.4%

Results for Nc1nnc(CCC2CCCCC2)s1 ?
AmpC det inh: -4.1%

Results for CC1CCN(S(=O)(=O)c2ccc(S(=O)(=O)NCC3COCCO3)cc2)CC1 (stereo unspecified) ?
AmpC det inh: -1.9%

How did COC(=O)c1ccc(C(NC(=O)c2ccccc2)[C@]2(C)C[C@H]2C2CCCCC2)cc1 (stereo partly specified) do in these assays?
AmpC det inh: 0.3%

How did CCN(CC)C(NC(=O)c1ccccc1)C(=O)c1ccccc1 (stereo unspecified) do in these assays?
AmpC det inh: 1.5%

What do the screens show for `CCc1c(O)nc(SCc2ccccc2)n(C(C)CC)c1=O` (stereo unspecified)?
AmpC det inh: 8.6%

How did COc1ccc(-c2cc(C(=O)Nc3c(C)nn(Cc4ccccc4Cl)c3C)no2)cc1 do in these assays?
AmpC det inh: 32.9%

Results for CN(C)S(=O)(=O)c1ccc(C(=O)Oc2cc(=O)[nH]c3ccccc23)cc1 ?
AmpC det inh: -4.7%

Results for COc1cccc(-c2cc(NCCc3c[nH]c4ccc(OC)cc34)ncn2)c1 ?
AmpC det inh: 10.3%

Results for COc1ccc(C(=O)Nc2ccc(S(=O)(=O)NCc3ccco3)cc2)cc1OC ?
AmpC det inh: 5.2%

How did O=C(CSc1nnc(Cc2ccccc2)n1-c1ccc(Cl)cc1)N1CCOCC1 do in these assays?
AmpC det inh: -2.2%

Results for CCC(Sc1nc(C)cc(=O)[nH]1)C(=O)Nc1sc2c(c1C#N)CCCC2 (stereo unspecified) ?
AmpC det inh: 2.4%

What do the screens show for `C=C(C)C(=O)OC`?
AmpC det inh: 11.1%

How did COc1ccc(OC)c(CNC(=O)C2CCN(S(=O)(=O)N3CCCC3)CC2)c1 do in these assays?
AmpC det inh: -2.5%

Results for CSc1nc(C)cc(SCCO)n1 ?
AmpC det inh: 7.8%

How did COC(=O)c1sccc1NC(=O)c1ccncc1 do in these assays?
AmpC det inh: -2.6%

What do the screens show for `Cc1ccc(-c2cc(C(=O)N3CCCC3)no2)cc1`?
AmpC det inh: -7.0%

Results for COc1ccc2nc(SCC(=O)Nc3ccc4c(c3)OCCO4)[nH]c2c1 ?
AmpC det inh: 18.8%

How did Cc1ccc(C(=O)Nc2ccc3c(c2)ncn3C)cc1 do in these assays?
AmpC det inh: -5.0%

Entries listed so far containing a Cl atom, in the order listed:
How did COc1ccc(-c2cc(C(=O)Nc3c(C)nn(Cc4ccccc4Cl)c3C)no2)cc1 do in these assays?
AmpC det inh: 32.9%

How did O=C(CSc1nnc(Cc2ccccc2)n1-c1ccc(Cl)cc1)N1CCOCC1 do in these assays?
AmpC det inh: -2.2%

Next section:
What do the screens show for `CC(=O)Nc1ccc(OCC(O)CN2CCN(Cc3ccccc3)CC2)cc1` (stereo unspecified)?
AmpC det inh: -4.1%

What do the screens show for `COc1ccc(-c2nnc(-c3ccc(N(C)C)cc3)o2)cc1`?
AmpC det inh: -3.6%

Results for O=C(NC1(C(F)(F)F)NC(=O)N(Cc2cccnc2)C1=O)c1cccs1 (stereo unspecified) ?
AmpC det inh: -3.0%

Results for CC(=O)c1cccc(NC(=O)NCCS(C)=O)c1 (stereo unspecified) ?
AmpC det inh: -2.4%

How did O=C1NC(=O)C2(CCC(C(=O)O)C2)N1 (stereo unspecified) do in these assays?
AmpC det inh: -5.3%

How did COc1ccccc1CNC(=O)c1c(O)c2cc(OC)c(OC)cc2[nH]c1=O do in these assays?
AmpC det inh: -0.5%

What do the screens show for `COC(=O)CCN1CCC(C(N)=O)CC1`?
AmpC det inh: 0.8%

What do the screens show for `O=C(c1ccc(CN2CCOCC2)cc1)N1CCN(Cc2ccccc2)CC1`?
AmpC det inh: -3.5%

What do the screens show for `O=C(CSc1n[nH]c(-c2ccc(S(=O)(=O)NC3CCCCC3)cc2)n1)N1CCCC1`?
AmpC det inh: -2.5%

What do the screens show for `Nc1nc(N)nc(-c2ccccn2)n1`?
AmpC det inh: -1.4%

Results for Cc1ccc2cc(CN(Cc3cccs3)Cc3nnnn3CC3CCCO3)c(=O)[nH]c2c1 (stereo unspecified) ?
AmpC det inh: -2.5%

Results for NC(=O)Nc1nc2ccccc2[nH]1 ?
AmpC det inh: 8.6%

A run of entries from further up:
Results for Cc1ccc2cc(CN(Cc3cccs3)Cc3nnnn3CC3CCCO3)c(=O)[nH]c2c1 (stereo unspecified) ?
AmpC det inh: -2.5%

Results for NC(=O)Nc1nc2ccccc2[nH]1 ?
AmpC det inh: 8.6%

Remaining list, next part:
Results for O=C(Cc1ccc(Cl)c(Cl)c1)N1CCCC[C@H]1CN1CCCC1 ?
AmpC det inh: -0.2%&0.1%

How did O=C1CSC(c2ccco2)N1 (stereo unspecified) do in these assays?
AmpC det inh: 0.7%

How did O=C(NC1CC1)c1ccc(S(=O)(=O)NCC2CCCCC2)cc1 do in these assays?
AmpC det inh: 6.4%

How did CCc1c(C)c2cc(Cl)c(O)c(CN(CC)CC)c2oc1=O do in these assays?
AmpC det inh: -4.0%

What do the screens show for `Cc1ccc(NC(=O)CSc2nnc(CCCCCNC(=O)OC(C)(C)C)o2)c(C)c1`?
AmpC det inh: -5.2%

What do the screens show for `O=C(O)CCC(=O)N1CCc2cc(S(=O)(=O)N3CCC(Cc4ccccc4)CC3)ccc21`?
AmpC det inh: 14.1%

How did CC(=O)Oc1cc(OC(C)=O)c2c(=O)cc(-c3ccc(OC(C)=O)c(OC(C)=O)c3)oc2c1 do in these assays?
AmpC det inh: -4.2%

Results for Cc1ccc(N2CC(C(=O)NC3=NCCS3)CC2=O)cc1C (stereo unspecified) ?
AmpC det inh: 18.8%

How did CCc1c(C)[nH]n(CCC#N)c1=O do in these assays?
AmpC det inh: 7.2%

How did CCCCN(CCCNC(=O)CN1C(=O)COc2ccccc21)c1ccccc1 do in these assays?
AmpC det inh: 6.8%

What do the screens show for `COC(=O)CSc1nnc(-c2ccncc2)o1`?
AmpC det inh: 8.2%

Results for CCOC(=O)C1CCN(C(C(=O)NC2CCCCC2)c2ccc(OC)cc2)CC1 (stereo unspecified) ?
AmpC det inh: -4.2%

What do the screens show for `CSc1nnc2c(n1)OC(c1ccc(C(=O)O)cc1)N(C(C)=O)c1ccccc1-2` (stereo unspecified)?
AmpC det inh: 12.5%

How did COc1ccc(CCNC(=O)CCn2c(=O)oc3ccccc32)cc1 do in these assays?
AmpC det inh: 12.0%

Results for CC1CCC(NC(=O)CN2CCCN(Cc3ccc(F)cc3Cl)C2=O)CC1 (stereo unspecified) ?
AmpC det inh: -0.5%

Results for O=C1CN(CC(=O)N2CCCCC2)c2ccccc2O1 ?
AmpC det inh: -1.7%

How did Clc1nc2sccn2c1/C=N/n1cnc2ccccc21 do in these assays?
AmpC det inh: -5.3%

How did COC(=O)C1=C(C)N(CCc2ccccc2)C(=O)C1 do in these assays?
AmpC det inh: -4.7%

What do the screens show for `Cc1cccc(-n2c(=O)[nH]c3c(C(N)=O)nc(C(C)C)nc32)c1`?
AmpC det inh: -6.0%

How did Fc1ccc(C(c2nnnn2C2CCCC2)N2CCN(Cc3ccncc3)CC2)cc1 (stereo unspecified) do in these assays?
AmpC det inh: 0.2%

How did CCOc1ccc(-c2nnc3ccc(SCC(=O)NCc4ccco4)nn23)cc1 do in these assays?
AmpC det inh: -4.7%

How did COC(=O)[C@@]1(Cc2ccc(F)cc2)[C@H]2c3cc(C(=O)N(C)C)n(Cc4nc5ccccc5[nH]4)c3C[C@H]2CN1C(=O)c1ccccc1 do in these assays?
AmpC det inh: -7.8%

Results for CCOC(=O)N1CCN(C(=O)c2cc3c(ccc4ccccc43)oc2=O)CC1 ?
AmpC det inh: 2.3%

How did CCSc1nnc(-c2ccc(Cl)cc2Cl)o1 do in these assays?
AmpC det inh: -0.3%

What do the screens show for `CC(C)CC1C(C#N)=C(N)SC(N)=C1C#N`?
AmpC det inh: -2.7%

Results for Nc1ccccc1N=Nc1c(S(=O)(=O)O)cc2cc(S(=O)(=O)O)cc(O)c2c1O ?
AmpC det inh: 0.3%[5.75 µM]

What do the screens show for `COc1cc(C(=O)NCc2nnc(SCC(=O)N3CCC(C)CC3)o2)cc(OC)c1OC`?
AmpC det inh: -1.2%

Results for Cc1ccc(Oc2nc3ccccc3n3c(C)nnc23)cc1 ?
AmpC det inh: 1.8%

How did O=C(O)c1ccc(CSc2nnc(-c3ccncc3)n2CC2CCCO2)cc1 (stereo unspecified) do in these assays?
AmpC det inh: 6.2%

What do the screens show for `CCOCCCNC(=O)c1ccc(OC)cc1`?
AmpC det inh: -6.1%

What do the screens show for `CCOC(=O)N1CCN(C/C(C)=C/c2ccccc2)CC1`?
AmpC det inh: -2.0%

What do the screens show for `O=C(CSC1=NCCS1)Nc1ccccc1F`?
AmpC det inh: -2.8%

Results for O=C(COC(=O)C1CCCN1C(=O)c1cccs1)Nc1ccc2c(c1)OCO2 (stereo unspecified) ?
AmpC det inh: -0.5%

What do the screens show for `O=c1cnc2cncnc2n1Cc1ccc(F)cc1`?
AmpC det inh: -1.6%

How did CCC(C)(C)NC(=O)C(c1ccc(F)cc1)N(Cc1ccco1)C(=O)c1cnccn1 (stereo unspecified) do in these assays?
AmpC det inh: -1.0%

Results for CCOCC(=O)Nc1cc(-c2cn3cccnc3n2)ccc1C ?
AmpC det inh: -7.4%

Brought forward from above: five entries; new compounds follow.
What do the screens show for `O=C(CSC1=NCCS1)Nc1ccccc1F`?
AmpC det inh: -2.8%

Results for O=C(COC(=O)C1CCCN1C(=O)c1cccs1)Nc1ccc2c(c1)OCO2 (stereo unspecified) ?
AmpC det inh: -0.5%

What do the screens show for `O=c1cnc2cncnc2n1Cc1ccc(F)cc1`?
AmpC det inh: -1.6%

How did CCC(C)(C)NC(=O)C(c1ccc(F)cc1)N(Cc1ccco1)C(=O)c1cnccn1 (stereo unspecified) do in these assays?
AmpC det inh: -1.0%

Results for CCOCC(=O)Nc1cc(-c2cn3cccnc3n2)ccc1C ?
AmpC det inh: -7.4%

How did C#C[C@@]1(O)CC[C@@H]2[C@@H]3CCC4=CC(=O)CC[C@@]4(C)[C@H]3CC[C@]21C do in these assays?
AmpC det inh: -0.5%[12.8 µM]

How did Cc1cc2c(c(=O)n1CCc1ccccc1)C(C(C)C)C(C#N)=C(N)O2 (stereo unspecified) do in these assays?
AmpC det inh: 2.2%

How did COCCSc1ccccc1C(=O)Nc1ccncc1 do in these assays?
AmpC det inh: 0.7%

Results for Cc1ccc(-n2c(O)cnc2Nc2nc(C)cc(C)n2)cc1 ?
AmpC det inh: 16.4%

How did O=c1cc(CSc2nnc(COc3ccc(Cl)cc3)o2)c2ccccc2[nH]1 do in these assays?
AmpC det inh: -0.4%

Results for O=C(O)/C(=C\c1ccc(O)cc1)c1cccc2ccccc12 ?
AmpC det inh: -3.4%[5.75 µM]

How did COC(=O)c1ccc(C(/C=C/[C@@H](C)C(=O)N[C@H](C)CO)NC(=O)OCc2ccccc2)cc1 (stereo partly specified) do in these assays?
AmpC det inh: 13.1%

Results for Cc1cccc(NC(=O)CN(C)S(=O)(=O)c2cccc3cccnc23)c1 ?
AmpC det inh: 9.9%

Results for CC(C)(CO[C@H]1C[C@H]2CC[C@@]1(C)C2(C)C)[N+](=O)[O-] ?
AmpC det inh: 0.5%[5.75 µM]

How did Cc1nc(NCc2ccco2)c2c3c(sc2n1)CCC3 do in these assays?
AmpC det inh: -1.0%

Results for COc1ccc(S(=O)(=O)Cc2ccc(C(=O)N3CCC4(CC3)OCCO4)o2)cc1 ?
AmpC det inh: -2.9%

What do the screens show for `CCOC(=O)C1CCCN(S(=O)(=O)c2ccc(OC)c3ccccc23)C1` (stereo unspecified)?
AmpC det inh: -2.1%

Results for O=C(Nc1cc(=O)c2ccccc2o1)N1CCOCC1 ?
AmpC det inh: 10.8%

How did CCCN1C2=NCCN2c2cc(C)c(C)cc21 do in these assays?
AmpC det inh: -1.2%

Results for Nn1cnnc1SC1CCCCC1NS(=O)(=O)c1ccccc1 (stereo unspecified) ?
AmpC det inh: -7.8%

How did Cc1cccc(Cn2c(C(C)O)nc3ccccc32)c1 (stereo unspecified) do in these assays?
AmpC det inh: -2.7%

What do the screens show for `CCC(=O)N1CCc2cc(S(=O)(=O)NCCC(=O)N3CCN(Cc4ccccc4)CC3)ccc21`?
AmpC det inh: 18.3%

How did Cc1noc(/C=C/N(C)C)c1S(=O)(=O)N1CCN(c2ccccc2)CC1 do in these assays?
AmpC det inh: 13.5%

What do the screens show for `OC[C@@H](O)CNc1ncnc2ccccc12`?
AmpC det inh: -6.5%[5.75 µM]

What do the screens show for `O=C(CN1CCN(S(=O)(=O)c2ccccc2)CC1)Nc1cccc(C(F)(F)F)c1`?
AmpC det inh: -1.9%

Results for COc1ccc(CN2CCN(S(=O)(=O)c3ccccc3)CC2)c(OC)c1 ?
AmpC det inh: 6.4%

What do the screens show for `CCCc1cc(=O)n2[nH]c(-c3ccc(Br)cc3)cc2n1`?
AmpC det inh: -6.0%

Results for CC(C)NC(=O)N1CCC2(CC1)CCN(C(=O)c1ccncc1)CC2 ?
AmpC det inh: -0.7%

What do the screens show for `Cc1cc(C)nc(SCCn2c(N3CCC(C)CC3)nc3c2c(=O)n(C)c(=O)n3C)n1`?
AmpC det inh: -4.5%

Source: PubChem (National Center for Advancing Translational Sciences (NCATS))
